Assay outcomes deposited in PubChem by several laboratories.
ZTA counter: blocks Epstein-Barr virus ZTA, an EBNA-1 counter-screen. actives 0.15% (n = 320,000). ZTA-DNA binding, fluorescence polarization. inhibition, % at 11 µM; in the data active = inhibition above about 33%
procasp7 counter: procaspase-7 activators, primary screen, counter-screen for procaspase-3 activator project, biochemical, absorbance, HTS, human; actives 0.093% (n = 330,000); AID 463210, 2010; recombinant procaspase-7, Ac-DEVD-pNA absorbance 405 nm; D23A/D198A/D206A triple mutant, cannot self-cleave; scale: DMSO 0, 5 µM enzyme 100; activation, % at 8.5 µM; Caspase-7 (Homo sapiens), P55210;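 active = percent activation above the screen-wide mean plus 3 SD, cut at about 25% in these data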
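Material: Procaspase-7 triple mutant (PC-7 D3A) | Quantity: 2 µM procaspase-7 mutant as dispensed | Reagent: DEVD-pNA substrate | Times: 1 h preincubation, 2 h reaction | Technique: 405 nm absorbance of p-nitroaniline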
LAP4 TOR yeast: modulators of LAP4-GFP expression in yeast, primary screen, S. cerevisiae, multiplex flow cytometry, MLPCN library | 3 h; median GFP as percent of DMSO wells | GFP response vs DMSO, % at 10 µM | actives 0.34% (n = 320,000);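 active = GFP response vs DMSO above a set limit, about the screen mean plus 3 SD, cut at about 150% in these data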
MEP2-GFP yeast: modulators of MEP2-GFP levels in yeast, primary screen, S. cerevisiae, multiplex flow cytometry, MLPCN library; S. cerevisiae MEP2-GFP strain, 3 h; 100% = DMSO control level; AID 2016, 2009; GFP response vs DMSO, % at 10 µM; actives 0.51% (n = 330,000);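 active = GFP response versus DMSO above a set limit, roughly screen mean plus 3 SD, cut at about 180% in these data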;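 also: median GFP fluorescence of the barcode-gated MEP2-GFP cells per well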
EBNA-1 inhibitor: EBNA-1 DNA-binding inhibitors, primary screen, biochemical, fluorescence polarization; actives 0.34% (n = 300,000); AID 1950, 2009; inhibition, % at 14.8 µM; in the data active = inhibition above about 28%
proCasp3 act: activators of human procaspase-3 D3A mutant, primary screen, biochemical, absorbance, PC-3 D3A mutant, single concentration | actives 0.11% (n = 330,000) | AID 463141, 2010 | Caspase-3 (Homo sapiens), P42574 | activation, % at 8.5 µM | recombinant procaspase-3 D3A, Ac-DEVD-pNA absorbance 405 nm;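 active = activation above the mean of all tested compounds plus 3 SD, cut at about 21% in these data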;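 also: 0% = DMSO alone and 100% = DMSO wells spiked with extra 5 µM PC-3 D3A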
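assay system = Procaspase-3 D3A mutant | signal = absorbance at 405 nm, 0 and 120 min | times = 1 h preincubation plus 2 h reaction at 25 °C | repeats = single replicate | read-out = % activation between DMSO and enzyme-spiked controls | medium = Zinc-free HEPES saline buffer with Triton X-100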
AHR activator: AHR activators, primary screen, cell-based, luminescence, luciferase reporter, human; activation, % at 5 µM; actives 2.5% (n = 320,000); AHR-responsive luciferase reporter cells; Aryl hydrocarbon receptor (Homo sapiens), P35869; AID 2796, 2010; in the data active = activation above about 47%;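 also: 0% = vehicle wells and 100% = reference agonist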
RPL19A-GFP yeast: RPL19A-GFP expression modulators in yeast, primary screen, cell-based, S. cerevisiae, multiplex flow cytometry, MLPCN. S. cerevisiae RPL19A-GFP strain, 3 h; hits give low values. percent response vs DMSO, % at 10 µM. actives 0.3% (n = 330,000);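 active = percent response vs DMSO below 50%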;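 also: median channel GFP fluorescence of the barcoded RPL19A-GFP strain; ratio of sample median GFP to plate DMSO average so 100% = DMSO; lower means less RPL19A-GFP as with rapamycin TOR inhibition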
Numbers without * were called inactive; nt = no result given.

#1 COC(CNC(=O)c1ccc(CS(=O)(=O)c2ccc(Br)cc2)o1)OC
#2 COc1cc(C2=NOC(C(=O)Nc3c(C)n(C)n(-c4ccccc4)c3=O)C2)cc(OC)c1OC (stereo unspecified)
#3 COc1ccc(N2CCN(C(=O)CN(C)S(=O)(=O)c3cc(C)ccc3OC)CC2)cc1
#4 Cc1ccc2c(c1)N(CC(=O)OC(CC(C)C)C(=O)NC1CCCC1)C(=O)CO2 (stereo unspecified)
#5 Cc1ccc(C(=O)NC(NC(=O)c2ccc(C)cc2)c2cccc([N+](=O)[O-])c2)cc1
#6 COc1ccc(C(=O)N2N=C(c3cccc(NS(C)(=O)=O)c3)CC2c2cccs2)cc1 (stereo unspecified)

assay / compound,1,2,3,4,5,6
ZTA counter,-3,12,8,-3,19,0
procasp7 counter,11,-1,1,5,-6,-12
LAP4 TOR yeast,89,94,95,105,104,96
MEP2-GFP yeast,86,97,98,103,108,103
EBNA-1 inhibitor,0,11,-14,2,-3,-2
proCasp3 act,4,-3,-3,4,-4,-1
AHR activator,-1,0,0,0,0,5
RPL19A-GFP yeast,89,100,90,101,116,105

#7 Nc1nc2n(n1)C(c1ccco1)CC(c1ccc(F)cc1)N2 (stereo unspecified)
#8 O=[N+]([O-])c1ccccc1OCCOc1ccccc1[N+](=O)[O-]
#9 Cc1nnc(NC(=O)c2ccccc2F)s1
#10 O=C(Nc1ccc(F)cc1)c1cccnc1N1CCOCC1
#11 CCCNC(=O)Nc1ccsc1C(=O)OC
#12 CC1CCN(c2c(NCc3ccc(C(=O)N4CCN(C5CCCCC5)CC4)cc3)c(=O)c2=O)CC1

assay / compound,7,8,9,10,11,12
ZTA counter,16,-3,6,-4,11,-4
procasp7 counter,0,-1,6,-4,-2,-5
LAP4 TOR yeast,100,167*,104,98,88,106
MEP2-GFP yeast,109,530*,104,104,105,108
EBNA-1 inhibitor,5,-3,6,-9,3,-12
proCasp3 act,11,-10,-4,0,0,7
AHR activator,-1,6,0,2,6,-1
RPL19A-GFP yeast,98,73,100,98,103,100

#13 COc1cc(N)ccc1C(=O)O
#14 COc1cc(NC(=O)c2ccc(C(=O)c3ccccc3)cc2)cc(OC)c1OC
#15 Cc1cc(C)cc(NC(=S)N2CCC(c3nc4ccccc4s3)CC2)c1
#16 Cc1sc2ncnc(NCC(O)c3ccc([N+](=O)[O-])cc3)c2c1C (stereo unspecified)
#17 Cc1cccc(NC(=O)C2c3ccccc3Oc3ccccc32)n1
#18 O=C(Nc1cccnc1)C1OCCc2ccccc21 (stereo unspecified)

assay / compound,13,14,15,16,17,18
ZTA counter,-7,-13,9,-4,-8,-8
procasp7 counter,9,8,7,13,-2,1
LAP4 TOR yeast,99,86,106,99,89,99
MEP2-GFP yeast,102,95,101,109,103,102
EBNA-1 inhibitor,2,-13,6,1,-10,-1
proCasp3 act,5,-4,0,1,3,2
AHR activator,1,-10,-2,-6,2,3
RPL19A-GFP yeast,97,97,102,104,102,100

#19 COc1ccc(CNCC(O)(c2ccc(F)cc2)c2ccc(F)cc2)cc1
#20 COc1cc(/C=C2/C(=O)NN(c3ccc(Cl)c(Cl)c3)C2=O)cc([N+](=O)[O-])c1O
#21 Cc1cccc(C(=O)NC(=S)NCc2ccccc2)c1
#22 O=C(c1ccccc1)c1cnc2ccc(Cl)cc2c1N1CCOCC1
#23 COc1cccc(CN2CCN(CC(=O)NCCc3ccccc3)CC2)c1
#24 O=S(=O)(c1cccs1)N1CCN(Cc2ccccc2)CC1

assay / compound,19,20,21,22,23,24
ZTA counter,-15,2,11,2,-23,3
procasp7 counter,0,-10,-6,3,2,-2
LAP4 TOR yeast,102,91,108,100,100,107
MEP2-GFP yeast,98,109,98,106,107,108
EBNA-1 inhibitor,-7,1,4,8,-3,6
proCasp3 act,4,-25,-2,3,12,-10
AHR activator,1,3,1,8,4,-1
RPL19A-GFP yeast,100,106,99,101,102,108

#25 CCCN(CC(=O)Nc1ccccc1Br)CC(=O)Nc1ccc(F)c(F)c1F
#26 O=C(CSc1nccc(=O)[nH]1)NC1CCCCCC1
#27 COc1ccc([C@H]2CC(=O)C=C(c3ccccc3C(F)(F)F)C2)cc1
#28 COc1cc(C)nc(N(C)C(C)=O)n1
#29 CC1CCCCC1NC(=O)C1CCN(S(=O)(=O)N2CCOCC2)CC1 (stereo unspecified)
#30 Cc1ccc(OCC(=O)N2CCCCC2)c(Br)c1

assay / compound,25,26,27,28,29,30
ZTA counter,7,nt,-1,-2,-9,2
procasp7 counter,-5,0,1,-4,-11,7
LAP4 TOR yeast,93,91,99,96,96,104
MEP2-GFP yeast,97,106,97,103,95,101
EBNA-1 inhibitor,-16,nt,nt,-5,3,-4
proCasp3 act,11,6,1,2,-6,7
AHR activator,3,0,-1,1,-1,5
RPL19A-GFP yeast,96,97,99,101,92,94

Retrieved by structure from above, 5 records:
#26 O=C(CSc1nccc(=O)[nH]1)NC1CCCCCC1
#25 CCCN(CC(=O)Nc1ccccc1Br)CC(=O)Nc1ccc(F)c(F)c1F
#27 COc1ccc([C@H]2CC(=O)C=C(c3ccccc3C(F)(F)F)C2)cc1
#28 COc1cc(C)nc(N(C)C(C)=O)n1
#29 CC1CCCCC1NC(=O)C1CCN(S(=O)(=O)N2CCOCC2)CC1 (stereo unspecified)

assay / compound,26,25,27,28,29
ZTA counter,nt,7,-1,-2,-9
procasp7 counter,0,-5,1,-4,-11
LAP4 TOR yeast,91,93,99,96,96
MEP2-GFP yeast,106,97,97,103,95
EBNA-1 inhibitor,nt,-16,nt,-5,3
proCasp3 act,6,11,1,2,-6
AHR activator,0,3,-1,1,-1
RPL19A-GFP yeast,97,96,99,101,92

Carrying on:
#31 Cc1ccc(NC(=O)C2CCN(c3nc(C)cc(C)n3)CC2)cc1
#32 O=C(Oc1ccc(-c2cnc3ccccc3n2)cc1)c1ccc(Br)o1
#33 O=C(Nc1c(Cl)cc(Cl)cc1C(=O)NCc1cccnc1)c1ccc(Cl)cc1Cl
#34 Cc1onc(-c2c(Cl)cccc2Cl)c1C(=O)NNC(=O)c1c(-c2c(Cl)cccc2Cl)noc1C
#35 O=C(Cc1ccc(-n2cccc2)cc1)NCc1ccccc1Cl
#36 CCN(CC(=O)NCc1cccs1)C(=O)c1ccc(S(=O)(=O)Nc2ccccc2)cc1

assay / compound,31,32,33,34,35,36
ZTA counter,4,0,3,-12,-11,4
procasp7 counter,3,-4,11,2,10,4
LAP4 TOR yeast,109,98,101,107,nt,111
MEP2-GFP yeast,66,97,105,97,nt,100
EBNA-1 inhibitor,-6,15,7,-10,12,7
proCasp3 act,5,1,9,5,4,-4
AHR activator,1,2,13,4,-3,1
RPL19A-GFP yeast,95,93,103,98,nt,100

#37 O=C(COC(=O)c1cc(=O)[nH]c2ccccc12)NC1CCCCCCC1
#38 CN(C(=O)COC(=O)c1ccccc1NC(=O)c1ccco1)C1CCS(=O)(=O)C1 (stereo unspecified)
#39 CNC(=O)c1[nH]cnc1C(=O)Nc1cccc(Cl)c1
#40 Nc1nnc(-c2cn(-c3ccccc3)nc2-c2ccc(Cl)cc2)o1
#41 CCOc1ccc(C2Oc3nc(SC)nnc3-c3ccccc3N2C(C)=O)cc1OC (stereo unspecified)
#42 Cc1csc(NC(=O)c2cc3c(s2)-c2ccccc2OC3)n1

assay / compound,37,38,39,40,41,42
ZTA counter,8,15,2,-2,15,9
procasp7 counter,-2,3,6,-3,7,-4
LAP4 TOR yeast,108,102,95,96,97,91
MEP2-GFP yeast,102,100,92,101,105,92
EBNA-1 inhibitor,-1,1,nt,11,0,12
proCasp3 act,0,2,3,9,3,-36
AHR activator,2,1,55*,8,0,68*
RPL19A-GFP yeast,94,102,100,100,99,103

#43 COc1ccc(-c2ocnc2C(=O)N2CCN(C(c3ccccc3)c3ccccc3)CC2)cc1
#44 COC(=O)c1ccc(CN2C(=O)NC3(CCC(C)CC3)C2=O)cc1 (stereo unspecified)
#45 O=C(N/N=C/c1ccccn1)c1ccc(NC(=O)c2cccc([N+](=O)[O-])c2)cc1
#46 Cc1ccccc1NC(=O)C(C)OC(=O)c1ccccc1C(=O)N(C)c1ccccc1 (stereo unspecified)
#47 Cc1ccc(C2=NOC(C)(c3sc(-c4ccc(Cl)cc4)nc3C)C2)cc1 (stereo unspecified)
#48 O=C(CCl)NC(=O)NC12CC3CC(CC(C3)C1)C2

assay / compound,43,44,45,46,47,48
ZTA counter,3,6,10,-7,-11,-18
procasp7 counter,2,-4,-1,12,-1,1
LAP4 TOR yeast,93,97,98,104,115,131
MEP2-GFP yeast,103,96,97,96,96,94
EBNA-1 inhibitor,7,-6,1,0,4,-13
proCasp3 act,6,4,3,3,-9,-4
AHR activator,0,-1,3,1,0,1
RPL19A-GFP yeast,103,99,103,99,108,91

#49 CCN(Cc1ccncc1)C(=O)c1cc(COc2ccc(F)cc2F)on1
#50 Cc1cccc(C)c1NC(=O)CNCC(=O)N(C)C
#51 NNC(=O)c1cc2sccc2s1
#52 Cc1cccc2cc3c(nc12)-c1ccccc1C3=O
#53 Fc1cccc(Cc2noc(CN3CCCCC3c3ccccn3)n2)c1 (stereo unspecified)
#54 C[N+]1(CCCCSc2ccc(O)cc2)CCCCC1

assay / compound,49,50,51,52,53,54
ZTA counter,4,-1,5,11,2,4
procasp7 counter,1,9,-26,-14,8,0
LAP4 TOR yeast,105,104,109,95,88,96
MEP2-GFP yeast,105,103,103,105,98,74
EBNA-1 inhibitor,9,3,-9,0,-5,15
proCasp3 act,2,-7,-12,-10,5,4
AHR activator,-4,2,39,29,0,-1
RPL19A-GFP yeast,103,100,94,100,95,100

2 entries from above, field by field:
49: CCN(Cc1ccncc1)C(=O)c1cc(COc2ccc(F)cc2F)on1
  ZTA counter = 4; procasp7 counter = 1; LAP4 TOR yeast = 105; MEP2-GFP yeast = 105; EBNA-1 inhibitor = 9; proCasp3 act = 2; AHR activator = -4; RPL19A-GFP yeast = 103
53: Fc1cccc(Cc2noc(CN3CCCCC3c3ccccn3)n2)c1 (stereo unspecified)
  ZTA counter = 2; procasp7 counter = 8; LAP4 TOR yeast = 88; MEP2-GFP yeast = 98; EBNA-1 inhibitor = -5; proCasp3 act = 5; AHR activator = 0; RPL19A-GFP yeast = 95

(next part)
#55 Cc1ccc(N(C)S(=O)(=O)c2ccc(C)cc2)cc1
#56 CC(C)C(NS(=O)(=O)c1cccc2nsnc12)C(=O)NCc1ccc2c(c1)OCO2 (stereo unspecified)
#57 O=C(CCS(=O)(=O)c1ccccc1)Nc1cccc(-c2nc3ccccc3s2)c1
#58 CCCCc1nnc(NC(=O)C23CC4CC(CC(NC(C)=O)(C4)C2)C3)s1
#59 Cc1ccccc1OCC(O)Cn1c(=N)n(Cc2ccccc2)c2ccccc21 (stereo unspecified)
#60 CS(=O)(=O)N(CC(=O)Nc1ccc(Br)cc1F)C1CCCCC1
#61 CCCCCCOc1ccc(C(CC(=O)NC)C(=O)O)cc1 (stereo unspecified)

assay / compound,55,56,57,58,59,60,61
ZTA counter,5,7,5,19,-13,-23,-7
procasp7 counter,0,-3,-3,14,-1,-5,6
LAP4 TOR yeast,116,102,93,100,99,97,90
MEP2-GFP yeast,103,114,98,96,95,104,66
EBNA-1 inhibitor,2,-2,-6,4,-14,-14,-6
proCasp3 act,-3,1,1,7,-6,5,-15
AHR activator,1,1,68*,2,11,55*,0
RPL19A-GFP yeast,93,102,100,102,94,107,88
